Screening results (PubChem BioAssay)
KCNH2 3.1 block: inhibitors of human KCNH2 3.1 potassium channel isoform | AID 720553 | 340,000 compounds, 0.95% hits | U2OS KCNH2 3.1, thallium flux FluxOr; stronger effect = lower value | activity change, % (tested at about 1.8 µM);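 active = maximum activity change below -70%; inconclusive = maximum activity change from -70% to -50%; inactive = maximum activity change above -50%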;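 note: thallium influx rate constant from kinetic fluorescence after stimulation buffer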
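Steps: virus added to U2OS suspension (4 h, RT, dark); medium with 10% FBS added, cells plated, 37 C overnight; FluxOr/Red40 loading buffer 45 min RT; stimulation buffer, 2 min kinetic read; rate constant normalized.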
An asterisk follows results filed as active; ? = inconclusive. % is set by controls: 0 for no effect and ±100 for the full control effect. Only part of the results is shown; rates above refer to the full screens.

SMILES	KCNH2 3.1 block
CC1(C)CN(CCc2ccccc2)C(=O)[C@H]1CC(=O)Nc1ccccc1	-6
O=C(NCc1ccccc1)c1onc(CSc2ccc(F)cc2)c1C(=O)NCc1ccccc1	9
COc1ccccc1N(C)S(=O)(=O)c1ccc(Cl)c(C(=O)Nc2ccccc2N2CCOCC2)c1	4
Cc1cccc(OCC(O)CNC(=O)c2ccccc2C(=O)O)c1 (configuration not stated)	5
CCOC(=O)C1(C)C(=O)CC2c3nc4ccccc4cc3CN2C1=O (configuration not stated)	-1
Cn1c(=O)c2c(nc(N3CCOCC3)n2CCNC2=NCCC2)n(C)c1=O	5
Cc1ccc([C@H]2C[C@@H](O)[C@H](n3cc(C4CC4)nn3)CN2C(=O)C2CCCCC2)cc1	-8
O=C1c2ccccc2C(=O)N1CCc1c(-c2[nH]c3ccccc3c2CCN2C(=O)c3ccccc3C2=O)[nH]c2ccccc12	6
Cc1ccc(S(=O)(=O)N(C)C[C@H]2OCc3cnnn3CCCC(=O)N([C@H](C)CO)C[C@H]2C)cc1	-1
CCSC(=O)N1c2ccc(OC)cc2C=CC1C#N (configuration not stated)	14
O=C(NCc1ccccc1F)c1ccc(S(=O)(=O)N2CCCC2)cc1	3
COc1ccc(C=CC(=O)c2ccc(OC)c(OC)c2O)cc1OC	10
CC(C)Cn1c(N)c(C(=O)CSc2ncn[nH]2)c(=O)n(C)c1=O	48
O=C(CSc1ccc([N+](=O)[O-])cc1)c1ccccc1	-7
O=[N+]([O-])c1ccc(NN=Cc2ccc(O)cc2)nc1	-3
CC(=NCc1ccccc1)c1ccccc1O	-1
Cc1cn(CC(=O)N(C)Cc2ccco2)c(=O)[nH]c1=O	0
COC(=O)c1sc(C(F)(F)F)c(-c2ccccc2)c1S(=O)(=O)N1CCOCC1	18
O=C(Cc1ccc(Cl)cc1)Nc1cc(Cl)ccn1	-13
O=C(Cc1ccc(NC(=O)C2CCN(C(=O)C3CC3)CC2)cc1)Nc1cccc(C(=O)N2CCCCC2)c1	0
C#CCNS(=O)(=O)c1ccc(F)cc1Br	-6
Cc1ccccc1-c1cccc([C@@H]2C[C@H]3[C@H](CON3C)CN2C(=O)CCc2ccccc2)c1	-6
CSC[C@H]1CN(Cc2ccccc2)C(=O)[C@@H]1CC(=O)Nc1ccc(Br)cc1	-14
O=C(NC(=S)Nc1c(Cl)cc(Cl)cc1Cl)c1ccccc1	4
COc1ccc(C(=O)Nc2ccccc2C(=O)NC2CC2)c(OC)c1OC	17
O=C(Oc1cccc2ccccc12)c1ccccc1	-2
Cc1nc2c(C)cccn2c1/C(O)=C1\C(=O)C(=O)N(CCN(C)C)C1c1cccs1 (configuration not stated)	20
CCCNC(=O)c1cc(S(=O)(=O)N2CCC3(CC2)OCCO3)ccc1F	0
CCOC(=O)Cn1c(COc2ccccc2OC)[n+](C)c2ccccc21	-6
C/C=C/c1cnc2c(c1)C(=O)N([C@H](C)CO)C[C@H](C)[C@@H](CN(C)C(=O)CN1CCOCC1)O2	7
Cn1c(=O)c2[nH]c(NN=Cc3ccc(Br)cc3)nc2n(C)c1=O	10
C[C@H](CO)N1C[C@H](C)[C@@H](CN(C)C(=O)CCC(F)(F)F)OCc2cnnn2CCCC1=O	-2
N#CCSc1ccccc1NC(=O)CN1C(=O)NC(CCc2ccccc2)C1=O (configuration not stated)	0
O=C(Nc1ccc(S(=O)(=O)N2CCCC2)cc1)Nc1ccc(F)cc1F	3
O=C(COC(=O)c1cccc(S(=O)(=O)N2CCCC2)c1)c1ccc(F)cc1	-3
CCN(CC)CC1CN(N=Cc2ccc([N+](=O)[O-])o2)C(=O)O1 (configuration not stated)	9
CCN1C(=O)[C@H]2[C@@H](c3ccc(OC)cc3)N[C@]3(CCCN(Cc4ccco4)C3=O)[C@H]2C1=O	-5
Cc1cccc(C)c1OCCOC(=O)c1ccc(S(=O)(=O)N2CCCC2)cc1	-17
Nc1cc2c(cc1Cl)-c1ccc([N+](=O)[O-])cc1C2=NO	-2
CCOc1ccc(N=Cc2ccc([N+](=O)[O-])cc2)c(O)c1	-1

Single entries from above:
KCNH2 3.1 block, Cc1cccc(C)c1OCCOC(=O)c1ccc(S(=O)(=O)N2CCCC2)cc1 stands at -17
KCNH2 3.1 block, CCN(CC)CC1CN(N=Cc2ccc([N+](=O)[O-])o2)C(=O)O1 (configuration not stated) stands at 9
KCNH2 3.1 block, O=C(Nc1ccc(S(=O)(=O)N2CCCC2)cc1)Nc1ccc(F)cc1F stands at 3

(listing goes on)
SMILES	KCNH2 3.1 block
COc1ccc(C(=O)Nc2ccc(C(=O)c3ccccc3)cc2)cc1	-13
CCn1c(C)nnc1SCC(=O)Nc1ccc(OC)cc1	-5
COc1ccc(-c2cc(C(=O)N(C)Cc3ccc(OC)c(OC)c3OC)c3ccccc3n2)cc1OC	-6
NS(=O)(=O)c1ccc(OC(=O)CNC(=O)OCc2ccccc2)cc1	2
CC1(C)Cc2ccccc2C(NNC(=O)c2ccc(Br)o2)=N1	-3
CC1=C(C(=O)N(C)C)CC(CC(=O)NCc2cccc3ccccc23)C(=O)N1CCC1=CCCCC1 (configuration not stated)	9
Cc1ccc(NC(=O)CSCC(=O)Nc2cc(S(=O)(=O)N3CCOCC3)ccc2OC(C)C)cc1	4
COc1ccccc1NC(=O)N(C)C[C@@H]1OCc2cn(nn2)CCCC(=O)N([C@H](C)CO)C[C@H]1C	-14
O=C1c2ccccc2S(=O)(=O)c2cc(N3CCC4(CC3)OCCO4)ccc21	-7
Oc1ccc(C=NNc2nc3ccccc3s2)c(O)c1	16
CN(C(=O)c1cccc(NC(=O)Cc2ccc(NC(=O)C3CCCN(C(=O)c4ccccc4)C3)cc2)c1)C1CCC1 (configuration not stated)	19
Cc1cc(C)c(NC(=O)CN(C)C(=O)CCN2C(=O)C3CCCCC3C2=O)c(C)c1 (configuration not stated)	-2
O=C(Oc1ccc(OC(=O)c2ccncc2)cc1)c1ccncc1	7
CCOc1ccc(Br)cc1CC(=O)O	5
CCN(CC)C(=O)c1[nH]cnc1C(=O)Nc1ccccc1F	0
O=C1NC(=O)N(Cc2ccccc2)CC1Br (configuration not stated)	1
CN(CC(=O)Nc1ccccc1Cl)C(=O)c1cccc(S(=O)(=O)N2CCN(c3ccccc3)CC2)c1	-13
CCc1cccc(NC(=O)COC(=O)c2c(C)nn(-c3ccccc3)c2C)c1	-2
CCOc1ccc(NC(=O)CN(C)C(=O)c2cccnc2Sc2ccc(C)cc2C)cc1OCC	8
COc1ccc(S(=O)(=O)N2CCC(C(N)=O)CC2)cc1	32
CCCCn1c(N)c(N(CCOC)C(=O)CC2CCCCC2)c(=O)[nH]c1=O	0
CCC(C)c1nc2ccsc2c(N2CCOC2=O)c1-c1ccccc1 (configuration not stated)	-15
COc1ccc(S(=O)(=O)N2CCN(CC(=O)c3c(N)n(C)c(=O)n(C)c3=O)CC2)cc1OC	18
Cc1cc(N2CCOCC2)nc(N2CCOCC2)c1C#N	-8
COc1ccc(S(=O)(=O)N2CCOC2CNC(=O)C(=O)NCc2ccncc2)cc1C (configuration not stated)	-27
CCN(CC)S(=O)(=O)c1cccc(NC(=O)c2ccc(S(=O)(=O)N3CCCC3)cc2)c1	6
CCC(CC)CC1CN2CCc3cc(OC)c(OC)cc3C2CC1(O)CC (configuration not stated)	-16
CCOc1ccc(NC(=S)N2CCC(C(=O)c3ccc(F)cc3)CC2)cc1	5
CCNC(=S)Nc1ccc(Oc2ccccc2)cc1	-7
Nc1nnnn1/N=C/c1cc(Br)ccc1O	5
CCN(CC)CCCn1c2c(c(SCC(=O)Nc3cc(C)cc(C)c3)nc1=O)CCC2	?
CCS(=O)(=O)N1CCC2(CC1)OCCN2S(=O)(=O)c1ccccc1	-7
CCC[C@H]1CN(c2ccccc2)C(=O)[C@@H]1CC(=O)Nc1ccc(Br)cc1	12
O=C(O)Cc1ccc(NC(=O)c2ccc3c(c2)C(=O)N(Cc2ccccc2)C3=O)cc1	-7
CCNc1nc2c(cnn2C)c(=O)[nH]1	14
O=C(O)C(c1cccs1)C1(O)CCCCC1 (configuration not stated)	1
Cc1onc(-c2ccccc2)c1C(=O)Nc1ccc(NC(=O)c2c(-c3ccccc3)noc2C)cc1	-24
CCOc1ccc(-n2c(=S)sc3c(=O)[nH]c(SCC(=O)NC4CCCCC4)nc32)cc1	-2
N=c1c2ccccc2nc2n1CCCCCCC2	-2
C=CCN1C(=O)c2ccc(C(=O)OCC(=O)N(CC)c3c(N)n(Cc4ccccc4)c(=O)[nH]c3=O)cc2C1=O	-2
Cn1cc(C(=O)C(=O)NC2CC2)c2ccccc21	26
CCN(CC)CCCC(C)Nc1nccc2c(Cl)cccc12 (configuration not stated)	-3
COC(=O)c1nccnc1N	-13
O=C(Nc1cccc(-c2nc3ncccc3o2)c1)c1ccc2c(c1)OCO2	-1
C=CC1CN(C(=O)OCC(Cl)(Cl)Cl)C2CC3c4ccc(OC)cc4NC3C3CC1C2CO3 (configuration not stated)	-6
Cc1noc(C)c1C(=O)OC(C)C(=O)c1ccc(C(C)(C)C)cc1 (configuration not stated)	-5
CCOc1ccc(S(=O)(=O)N2CCC(C(=O)Nc3ccc(C)c(S(=O)(=O)N4CCOCC4)c3)CC2)cc1	-19
Nn1c(=S)[nH]c2sc3c(c2c1=O)CCCC3	-8
O=c1c2ccccc2oc2ccc(-c3ccc4[nH]ccc4c3)cc12	1
CCN(CC)C(=O)Cn1cc(S(=O)(=O)CC(=O)Nc2ccccc2F)c2ccccc21	-6
Next part
SMILES	KCNH2 3.1 block
COC(=O)c1cc2c(=O)n3ccccc3nc2n(Cc2cccnc2)c1=N	8
COc1ccccc1/C=N/NC(=O)CC(=O)NCCc1ccccc1	-2
CC1(C)COC(Cc2ccccc2)=N1	-3
COc1cccc(/C=C2\SC(=S)N(CCCC(=O)Nc3cccc(C(=O)O)c3)C2=O)c1	-17
O=C(Cc1cccc(NC(=O)C2CCN(C(=O)C3CCCC3)CC2)c1)Nc1cccc(C(=O)N2CCOCC2)c1	9
Cc1cc(O)c(C(C)C)cc1N=Cc1ccccc1[N+](=O)[O-]	-20
O=C(Nc1ccccc1)OCCNC1CCCCC1	9
C[C@@H]1CC[C@]2(O[C@H](CCO)C[C@H](O)[C@H]2O)O1	13
OC(C#Cc1ccccc1)(c1ccccc1)c1ccccc1	-4
c1cc(N2CCCCC2)nc(N2CCCCC2)n1	5

As a short view, some entries already given.
SMILES	KCNH2 3.1 block
OC(C#Cc1ccccc1)(c1ccccc1)c1ccccc1	-4
c1cc(N2CCCCC2)nc(N2CCCCC2)n1	5

Continued.
SMILES	KCNH2 3.1 block
Cc1nc2c(o1)C(=O)c1ccccc1C2=Nc1ccccc1	3
O=C(O)c1ccc(NC(C(=O)c2ccccc2)c2ccccc2)cc1 (configuration not stated)	-2
O=C(Cn1cc(COc2ccc(Br)cc2)nn1)c1ccc(O)cc1	7
CN1C[C@@H]2[C@@H]3C(=O)N(C)C(=O)[C@@H]3[C@](C)(C1=O)N2C(=O)c1ccc(Cl)c(Cl)c1	-5
Cc1ccnn1CCC(=O)N1CCCC(Nc2ccc(C(C)C)cc2)C1 (configuration not stated)	15

Entries shown so far that contain a halogen, in the order listed:
SMILES	KCNH2 3.1 block
O=C(NCc1ccccc1)c1onc(CSc2ccc(F)cc2)c1C(=O)NCc1ccccc1	9
COc1ccccc1N(C)S(=O)(=O)c1ccc(Cl)c(C(=O)Nc2ccccc2N2CCOCC2)c1	4
O=C(NCc1ccccc1F)c1ccc(S(=O)(=O)N2CCCC2)cc1	3
COC(=O)c1sc(C(F)(F)F)c(-c2ccccc2)c1S(=O)(=O)N1CCOCC1	18
O=C(Cc1ccc(Cl)cc1)Nc1cc(Cl)ccn1	-13
C#CCNS(=O)(=O)c1ccc(F)cc1Br	-6
CSC[C@H]1CN(Cc2ccccc2)C(=O)[C@@H]1CC(=O)Nc1ccc(Br)cc1	-14
O=C(NC(=S)Nc1c(Cl)cc(Cl)cc1Cl)c1ccccc1	4
CCCNC(=O)c1cc(S(=O)(=O)N2CCC3(CC2)OCCO3)ccc1F	0
Cn1c(=O)c2[nH]c(NN=Cc3ccc(Br)cc3)nc2n(C)c1=O	10
C[C@H](CO)N1C[C@H](C)[C@@H](CN(C)C(=O)CCC(F)(F)F)OCc2cnnn2CCCC1=O	-2
O=C(Nc1ccc(S(=O)(=O)N2CCCC2)cc1)Nc1ccc(F)cc1F	3
O=C(COC(=O)c1cccc(S(=O)(=O)N2CCCC2)c1)c1ccc(F)cc1	-3
Nc1cc2c(cc1Cl)-c1ccc([N+](=O)[O-])cc1C2=NO	-2
CC1(C)Cc2ccccc2C(NNC(=O)c2ccc(Br)o2)=N1	-3
CCOc1ccc(Br)cc1CC(=O)O	5
CCN(CC)C(=O)c1[nH]cnc1C(=O)Nc1ccccc1F	0
O=C1NC(=O)N(Cc2ccccc2)CC1Br (configuration not stated)	1
CN(CC(=O)Nc1ccccc1Cl)C(=O)c1cccc(S(=O)(=O)N2CCN(c3ccccc3)CC2)c1	-13
CCOc1ccc(NC(=S)N2CCC(C(=O)c3ccc(F)cc3)CC2)cc1	5
Nc1nnnn1/N=C/c1cc(Br)ccc1O	5
CCC[C@H]1CN(c2ccccc2)C(=O)[C@@H]1CC(=O)Nc1ccc(Br)cc1	12
CCN(CC)CCCC(C)Nc1nccc2c(Cl)cccc12 (configuration not stated)	-3
C=CC1CN(C(=O)OCC(Cl)(Cl)Cl)C2CC3c4ccc(OC)cc4NC3C3CC1C2CO3 (configuration not stated)	-6
CCN(CC)C(=O)Cn1cc(S(=O)(=O)CC(=O)Nc2ccccc2F)c2ccccc21	-6
O=C(Cn1cc(COc2ccc(Br)cc2)nn1)c1ccc(O)cc1	7
CN1C[C@@H]2[C@@H]3C(=O)N(C)C(=O)[C@@H]3[C@](C)(C1=O)N2C(=O)c1ccc(Cl)c(Cl)c1	-5
